# Assay outcomes deposited in PubChem BioAssay by The Scripps Research Institute Molecular Screening Center.
# FBW7 act = activators of human E3 ligase FBW7 | Q969H0 | AlphaScreen FBW7–phospho-cyclin E peptide binding, activator screen | normalized activity (activation), % at 26.1 µM | 0.13% of 650,000 active; in the data active = normalized activity above about 1.9%;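 note: purified mutant Fbw7 with reduced substrate affinity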
# GPR151 activ = human GPR151 activation; 1% of 650,000 active; activation, % at 11.2 µM; PathHunter beta-arrestin GPR151 cells, luminescence; AID 1508602; Q8TDV0; in the data active = activation above about 4.9%;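 note: 0% = median of compound wells and 100% = cells with positive control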
# Target sequence (Q8TDV0 whole entry, looked up): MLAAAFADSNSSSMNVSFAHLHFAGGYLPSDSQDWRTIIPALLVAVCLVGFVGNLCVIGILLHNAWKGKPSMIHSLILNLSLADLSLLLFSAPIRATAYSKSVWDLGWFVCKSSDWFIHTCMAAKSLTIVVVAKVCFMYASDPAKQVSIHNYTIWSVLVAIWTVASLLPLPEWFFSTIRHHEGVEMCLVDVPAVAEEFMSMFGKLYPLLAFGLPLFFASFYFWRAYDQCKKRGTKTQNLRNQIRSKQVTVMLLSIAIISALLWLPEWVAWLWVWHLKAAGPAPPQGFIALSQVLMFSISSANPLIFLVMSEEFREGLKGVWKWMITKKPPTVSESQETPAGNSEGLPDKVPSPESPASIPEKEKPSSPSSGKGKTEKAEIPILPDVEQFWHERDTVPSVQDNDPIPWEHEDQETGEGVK
# TEAD-YAP inh = TEAD-YAP interaction inhibition; AID 1259422; inhibition, % at 9.12 µM; HEK-TIYL cells, TEAD-Gal4/YAP UAS-luciferase luminescence; 1.4% of 640,000 active; in the data active = inhibition above about 32%;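 note: 0% = median of test compound wells and 100% = reference inhibitor wells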
# MITF inh = blocks human microphthalmia-associated transcription factor; O75030; AlphaScreen MITF homodimerization, bead proximity signal; inhibition, % at 2.6 µM; 0.91% of 650,000 active; AID 1259374; in the data active = inhibition above about 50%;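 note: 0% = vehicle wells with protein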
# Target sequence (O75030 whole entry, looked up): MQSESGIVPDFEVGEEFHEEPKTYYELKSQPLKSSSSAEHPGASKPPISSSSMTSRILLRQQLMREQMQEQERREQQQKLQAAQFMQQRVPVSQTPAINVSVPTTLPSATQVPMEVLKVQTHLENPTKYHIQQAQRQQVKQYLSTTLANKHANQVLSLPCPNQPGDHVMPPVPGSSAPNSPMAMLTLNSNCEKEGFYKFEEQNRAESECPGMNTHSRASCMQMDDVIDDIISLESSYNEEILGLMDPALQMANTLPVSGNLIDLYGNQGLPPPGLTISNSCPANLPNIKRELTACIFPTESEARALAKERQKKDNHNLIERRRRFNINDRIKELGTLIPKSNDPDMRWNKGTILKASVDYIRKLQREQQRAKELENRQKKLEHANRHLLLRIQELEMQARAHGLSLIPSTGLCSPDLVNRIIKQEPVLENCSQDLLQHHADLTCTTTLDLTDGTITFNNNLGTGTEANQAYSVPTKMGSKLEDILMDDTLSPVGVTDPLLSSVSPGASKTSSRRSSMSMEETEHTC
# Numbers without * were called inactive; & = joins results of further samples.
# Results follow in this order: FBW7 act	GPR151 activ	TEAD-YAP inh	MITF inh
COc1ccc(OC)c(NC(=O)c2ccc(Cl)c([N+](=O)[O-])c2)c1
    -0.1	2.3	3	5
Cc1cccc(-n2c(CNC(=O)c3ccc(S(=O)(=O)N(C)C)cc3)nnc2SCC(=O)Nc2nnc(C)s2)c1
    0.1	-0.8	-1	2
COc1ccc(-c2cc(C(F)(F)F)n3nc(C(=O)N4CCN(c5ccccc5Cl)CC4)cc3n2)cc1
    0.2	6.1*	1	-3
O=C(CCc1nc(-c2ccc(Cl)cc2)no1)N1CCCC1
    0.9	-0.2	-7	5
COCCCNC(=O)Cn1nc(C)n2cccc2c1=O
    0.2	0.2	-11	-4
CCC(C)c1ccccc1OCCNCCCOC (configuration not stated)
    -0.1	-0.9	-4	58*
O=C(NCCOc1ccccc1F)c1ccc(F)c2ccccc12
    1.2	-1.1	-21	3
CC(=O)c1ccc(C(=O)Nc2nc(-c3ccc4ccccc4c3)cs2)cc1
    -0.2	0.1	7	-1
OC(CNc1ccccc1Cl)Cn1nnnc1-c1ccccc1 (configuration not stated)
    0.6	-0.1	3	3
Cc1cccc(OCC(=O)Nc2ccc(S(=O)(=O)N3CCCC3)cc2)c1
    0.0	-0.1	5	-8
COC(=O)c1ccc(CN2CCC(N3CCN(Cc4ccccn4)CC3)CCC2=O)cc1 (configuration not stated)
    0.1	-0.5	5	13
CCCCCC(=O)N1CCN(CCN=CC2=C(O)CC(c3ccccc3)CC2=O)CC1 (configuration not stated)
    0.2	1.1	4	12
Cn1c(O)c(N=NC(N)=S)c2cc([N+](=O)[O-])ccc21
    0.2	1.3	9	-5
COc1ccc(C/C(O)=C(\C#N)c2nc3ccccc3s2)cc1
    0.2	1.0	-14	1
Cc1ncc([N+](=O)[O-])n1CC(=O)Nc1ccc2c(c1)OCCO2
    0.6	0.2	-13	-1
CCOC(=O)c1c(NC(=O)c2ccc(Cl)cc2)sc2c1CCC(C#N)(c1ccccc1)C2 (configuration not stated)
    -0.1	0.2	-5	-3
CC(C)Sc1nnc2c(n1)[nH]c1ccccc12
    -0.1	2.7	-87	0
CN1CCC(N(C(=O)c2ccccc2)C2CCN(Cc3ccccc3)CC2)CC1
    -0.1	2.5	7	12
CCOc1ccc2nc(NCCN)c(C#N)cc2c1
    0.1	-0.4	-5	8
C1CCN2C[C@@H]3C[C@H](CN4CCCC[C@@H]34)[C@H]2C1
    0.4&0.3	0.0&-2.1	7&17	-5&16
CC(C)CC(=O)NC(NC(=O)CC(C)C)c1ccc2c(c1)OCO2
    -0.1	0.1	4	0
O=C(O)c1ccc(/C=N/Nc2ccc(F)cc2F)cc1
    0.2	-9.8	-62	3
CCN1CCN(S(=O)(=O)c2ccc(Br)c(OC)c2)CC1
    -0.2	1.3	-9	-5
CCCCc1ccc(NC(=O)C(=O)NCC(CC)CCCC)cc1 (configuration not stated)
    0.1	-0.3	7	3
Nn1c(SCC(=O)NC2CCCCC2)nnc1-c1ccccc1
    0.0	0.5	-6	-2
CCCN1CCN(C(=O)c2sc3ncn(CC(=O)N4CCCCC4C)c(=O)c3c2C)CC1 (configuration not stated)
    -0.1	-0.6	0	-1
O=C(Nc1ccccc1N1CCCC1)c1cc([N+](=O)[O-])ccc1Cl
    -0.4	-0.6	25	-11
CCOC(=O)C1=C(C)NC(=S)NC1c1ccc(C(F)(F)F)cc1 (configuration not stated)
    0.2	-2.3	-1	20
CC(=O)NCC(c1ccco1)N1CCN(c2ccccc2F)CC1 (configuration not stated)
    0.8	0.1	-2	1
CCc1ccc(NC(=O)CSC2=NC3C(=O)N(C)C(=O)N(C)C3N2C)cc1 (configuration not stated)
    0.5	-0.1	12	11
Cc1ccc(NC(=S)N(Cc2cccnc2)Cc2ccccc2Cl)cc1C
    0.0	1.6	-5	7
COc1ccccc1NC(=O)CSc1nc2ccsc2c(=O)n1-c1ccccc1
    0.8	0.7	4	15
COc1ccccc1NCC(=O)N/N=C/c1ccccc1Cl
    -0.1	-0.9	13	-4
O=S(=O)(Nc1ccc(S(=O)(=O)Nc2ccc(F)cc2)cc1)c1ccccc1
    0.9	2.1	-8	-2
COc1ccc(CCNC(=O)C(=O)Nc2cc(C)ccc2OC)cc1
    -0.2	-0.5	-1	13
Cc1nc2c(c(C)nn2C)c(C)c1CCC(=O)NCc1ccccc1
    -0.2	1.4	2	1
CC1(C)CC2CC(C)(CN2Cc2cc(-c3ncccn3)ccc2O)C1 (configuration not stated)
    0.2	-0.9	-3	3
CC(CCc1ccccc1)NC(=O)COC(=O)CN1C(=O)c2cccc([N+](=O)[O-])c2C1=O (configuration not stated)
    0.5	0.9	11	6
Cc1cccc2cc(CN(CC3CCCO3)C(=O)C(F)(F)F)c3nnnn3c12 (configuration not stated)
    -0.2	-0.2	-8	-6
COc1ccc(-n2nc3c(c2NC(=O)c2ccc(Cl)c([N+](=O)[O-])c2)CSC3)cc1
    0.1	1.4	3	19
CCOc1cccc(NC(=O)C2CC(=O)N(C)C(=Nc3ccc(C(=O)OC)cc3)S2)c1 (configuration not stated)
    0.0	-0.1	-1	2
O=C1c2cccc3cccc(c23)C(=O)N1CCCCCc1n[nH]c(=S)o1
    0.0	-0.6	1	11
Cn1c(=O)cc(SCC(=O)NCc2ccc(F)cc2Cl)c2cc(Cl)ccc21
    -0.1	-0.5	7	-20
COCCn1c(=NC(=O)C(C)C)sc2cc(S(N)(=O)=O)ccc21
    0.1	-1.9	6	0
CCOC(=O)c1c(-c2ccccc2)csc1NC(=O)CNCC(C)C
    -0.2	0.0	-4	41
CC(=O)c1ccc(-c2cc(-c3ccc(C(C)=O)cc3)cc(-c3ccc(C(C)=O)cc3)c2)cc1
    0.0	0.9	9	6
O=C(O)c1ccccc1Cc1ccc(Cl)cc1
    -0.1	0.0	0	7
COC(=O)C1=C(C)N(C)C(=O)/C1=C\c1cccc(Cl)c1
    -0.1	1.5	-1	-8
COc1cc(NC(=O)CSc2nnnn2-c2ccc(NC(C)=O)cc2)cc(OC)c1
    -0.2	2.1	0	-3
O=C(COc1ccccc1)N(c1ccc(Br)cc1)C1C=CS(=O)(=O)C1 (configuration not stated)
    0.1	0.4	-3	5
CC(C)N(CCNC(=O)Cc1cn(-c2ccc(N3CCN(Cc4ccc5c(c4)OCO5)CC3)nn2)c2ccccc12)C(C)C
    0.1	-3.0	12	11
Cc1ccccc1NC(=O)/C=C/c1ccccc1[N+](=O)[O-]
    -0.1	-1.6	-26	11
COc1cc(CN2CCC(C(=O)N3CCCC3)CC2)ccc1OCc1ccccc1
    0.1	0.5	-10	50
O=C1/C(=C/c2sc(N3CCCCC3)nc2-c2cccs2)N=C2CCCN12
    0.0	-1.6	10	0
Cc1cccc(NC(=O)CSc2nnc(C)c(C)n2)c1
    0.0	1.0	3	9
CC1CCc2c(sc(NC(=S)NC(=O)c3ccccc3Cl)c2C(N)=O)C1 (configuration not stated)
    -0.1	-0.4	3	-5
COC(=O)c1ccccc1NC(=O)C(c1ccccc1)c1ccccc1
    0.7	0.1	-4	-3
CC(=O)NCCc1ccc(S(=O)(=O)N2CCN(Cc3ccccc3)CC2)cc1
    -0.1	0.0	0	-12
CC(=O)c1ccc(NC(=O)C(C)N2C(=O)C3C4C=CC(C5CC45)C3C2=O)cc1 (configuration not stated)
    0.4	-1.5	-9	8
Cc1ccc(/C=C2\N=C(c3ccc(Cl)cc3)OC2=O)cc1
    0.0	0.6	-5	-8

# Single entries from the results shown:
# COc1cc(NC(=O)CSc2nnnn2-c2ccc(NC(C)=O)cc2)cc(OC)c1 in GPR151 activ has 2.1
# CC1CCc2c(sc(NC(=S)NC(=O)c3ccccc3Cl)c2C(N)=O)C1 (configuration not stated) in GPR151 activ has -0.4
# COC(=O)C1=C(C)N(C)C(=O)/C1=C\c1cccc(Cl)c1 in GPR151 activ has 1.5
# O=C(COc1ccccc1)N(c1ccc(Br)cc1)C1C=CS(=O)(=O)C1 (configuration not stated) in GPR151 activ has 0.4
# COc1cc(CN2CCC(C(=O)N3CCCC3)CC2)ccc1OCc1ccccc1 in FBW7 act has 0.1
# COC(=O)c1ccccc1NC(=O)C(c1ccccc1)c1ccccc1 in GPR151 activ has 0.1
# O=C(O)c1ccccc1Cc1ccc(Cl)cc1 in FBW7 act has -0.1

# Following part.
Compound	FBW7 act	GPR151 activ	TEAD-YAP inh	MITF inh
O=C(Nn1c(SCc2c(F)cccc2Cl)nc2ccccc2c1=O)c1cccs1	0.0	1.5	-13	1
COc1ccc(C2C3=C(CC(c4ccc(C)cc4)CC3=O)Nc3ccccc3N2C(=O)c2ccc(Cl)cc2)cc1OC (configuration not stated)	-0.1	-0.3	18	12
Cc1ccccc1S(=O)(=O)Cc1ccc(C(=O)NCc2ccc(F)cc2)o1	0.2	-0.3	10	16
CCCCC(=O)NC(=S)Nc1ccc(NC(=O)C(C)C)c(OC)c1	0.0	0.9	6	-5
CCc1ccc(NC(=O)CSc2nnnn2-c2ccc(C(C)=O)cc2)cc1	0.1	-0.8	18	14
CCN(Cc1ccccc1)C(=O)C(=O)c1c(C)n(C)c2ccccc12	-0.1	-1.3	-13	-5
C1CCc2c(nc3nnnn3c2NCC2CC2)C1	-0.1	-0.4	14	-1
COc1ccc(Cc2nnc(SCC(=O)Nc3ncc(C)s3)o2)cc1	0.2	0.2	2	-21
CCn1c(=O)[nH]c2ncnc(N3CCN(C(=O)OCc4ccccc4)CC3)c21	0.0	1.9	0	-5
COc1ccccc1N=Cc1ccccc1O	0.3	-0.9	8	22
COc1cc2nc(-c3ccc(Cl)c(Cl)c3)oc(=O)c2cc1OC	0.1	0.8	2	-14
CC(C(=O)NCc1ccccc1)N(C(=O)c1snc(C(N)=O)c1N)c1cccc(O)c1 (configuration not stated)	0.0	-1.2	6	11
Cc1cc2cc(CNC(=O)C(=O)c3c(C)[nH]c4ccccc34)ccc2[nH]1	-0.1	-0.8	5	-11
Cc1cc(C(F)(F)F)c2sc(N)nc2n1	0.3	-0.7	2	0
COc1ccccc1-c1cc(C(F)F)n2ncc(C(=O)O)c2n1	0.4	-1.6	-21	12

# Part of the list above, with each value named.
> COc1ccc(Cc2nnc(SCC(=O)Nc3ncc(C)s3)o2)cc1
  FBW7 act = 0.2 | GPR151 activ = 0.2 | TEAD-YAP inh = 2 | MITF inh = -21
> CCn1c(=O)[nH]c2ncnc(N3CCN(C(=O)OCc4ccccc4)CC3)c21
  FBW7 act = 0.0 | GPR151 activ = 1.9 | TEAD-YAP inh = 0 | MITF inh = -5
> COc1ccccc1N=Cc1ccccc1O
  FBW7 act = 0.3 | GPR151 activ = -0.9 | TEAD-YAP inh = 8 | MITF inh = 22

# The results go on:
Compound	FBW7 act	GPR151 activ	TEAD-YAP inh	MITF inh
O=C(NCc1ccco1)C(=O)Nc1ccc(Cl)c(Cl)c1	-0.1	-0.7	-1	-1
CCOc1ccc(NC(=O)CN2C(=O)CSCC2=O)cc1	0.2	2.2	10	16
CC(=O)N1c2ccccc2NC2=C(C(=O)CC(C)(C)C2)C1c1ccco1 (configuration not stated)	0.1	0.9	3	2
Cc1[nH]nc2c1C(c1cccc(Cl)c1)CC(=O)N2 (configuration not stated)	-0.2	0.1	0	-2
NC(=O)c1cc(-c2cccnc2)no1	0.2	0.2	-2	10
C=CCNc1c(CC)c(C)nc2ncnn12	0.1	0.0	-6	-4
CCCNc1cc(Nc2cc(OC)c(OC)c(OC)c2)nc(N)n1	-0.1	3.2	2	13
COc1cc2c(cc1OC)-c1nnc(-c3ccccc3[N+](=O)[O-])n1C(C)(C)C2	0.0	-0.8	9	7
CCCN(C(=O)CSc1nnnn1C)c1c(N)n(Cc2ccccc2)c(=O)[nH]c1=O	0.1	0.0	-1	5
CC1(C)C/C(=N\O)C(C(O)c2cccc([N+](=O)[O-])c2)C(C)(C)N1 (configuration not stated)	0.0	2.2	-13	11
CCCC(=O)Nc1nnc(CCC)s1	0.3	0.0	-9	7
Cc1ccc(-c2cc(NS(=O)(=O)/C=C/c3ccccc3)n[nH]2)cc1	0.5	1.0	3	4
COc1ccc(NC(=O)C/C(C)=N/NC(=O)c2ccncc2)c(OC)c1	-0.3	-0.3	1	5
COc1ccc(OC)c(NC(=O)c2cnn3c2NC(c2ccco2)CC3C(F)(F)F)c1 (configuration not stated)	0.0	0.0	4	15
COCCNC(=O)c1cc(S(=O)(=O)N2CCOCC2)ccc1F	0.2	0.8	-1	5
Cn1c(/C(C#N)=C(\O)c2ccc(Br)cc2)nc2ccccc21	-0.1	0.3	-14	-3
CN(C)C(CC(=O)Nc1ccc(O)cc1)C(=O)O (configuration not stated)	0.1	2.7	-7	8
COP(=O)(OC)c1nc(-c2cccc3ccccc23)oc1NCc1ccco1	0.1	-0.1	-18	-1
CCCNC(=O)c1cc2sc(Cl)cc2n1C	0.1	0.2	-10	-6
COc1cccc(NC(=O)CCC2CCN(C(=O)c3cncs3)CC2)c1	-0.1	0.4	-2	-5
Cc1cc(C)cc(OCc2nc(-c3ccccc3)no2)c1	0.1	-0.7	14	3
C=CCOc1ccc(C2C(C(=O)OCC)=C(C)N=c3s/c(=C/c4cccc(O)c4)c(=O)n32)cc1OCC (configuration not stated)	0.0	1.7	-10	3

# A run of entries from further up:
Compound	FBW7 act	GPR151 activ	TEAD-YAP inh	MITF inh
CCCN(C(=O)CSc1nnnn1C)c1c(N)n(Cc2ccccc2)c(=O)[nH]c1=O	0.1	0.0	-1	5
CC1(C)C/C(=N\O)C(C(O)c2cccc([N+](=O)[O-])c2)C(C)(C)N1 (configuration not stated)	0.0	2.2	-13	11
CCCC(=O)Nc1nnc(CCC)s1	0.3	0.0	-9	7
